From PubChem BioAssay
Texas Red fluor – qHTS Assay for Spectroscopic Profiling in Texas Red Spectral Region; Compound fluorescence, Texas Red channel, 547/618 nm; hits give high values; 59,000 tested, 0.06% active; AID 587, 2007; max dye-equivalent concentration, M; in the data active = max dye-equivalent concentration above about 10 nM; inconclusive = between about 1.1 nM and that limit
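qHTS profiling of intrinsic compound fluorescence; 100 mM Tris pH 8.0; 15 min RT; ex 547 / em 618 nm; response expressed as Texas Red dye-equivalent concentration from six-point plate standard.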
15-hLO inh – qHTS Assay for Inhibitors of 15-hLO (15-human lipoxygenase); Potency, µM (doses to about 57.1 µM), for the others: at the top dose activity change, negative = inhibition, hits mostly inhibitors; purified 15hLO-1, xylenol orange hydroperoxide absorbance; AID 887, 2007; 74,000 tested, 1.4% active; Polyunsaturated fatty acid lipoxygenase ALOX15 (Homo sapiens), P16050; also: potency is read from the fitted curve at half-maximal effect; % is scaled to controls: 0 for no effect and ±100 for the full control effect; nearly all actives have a fitted effect of over 55% in size
Target sequence (P16050 whole entry, looked up): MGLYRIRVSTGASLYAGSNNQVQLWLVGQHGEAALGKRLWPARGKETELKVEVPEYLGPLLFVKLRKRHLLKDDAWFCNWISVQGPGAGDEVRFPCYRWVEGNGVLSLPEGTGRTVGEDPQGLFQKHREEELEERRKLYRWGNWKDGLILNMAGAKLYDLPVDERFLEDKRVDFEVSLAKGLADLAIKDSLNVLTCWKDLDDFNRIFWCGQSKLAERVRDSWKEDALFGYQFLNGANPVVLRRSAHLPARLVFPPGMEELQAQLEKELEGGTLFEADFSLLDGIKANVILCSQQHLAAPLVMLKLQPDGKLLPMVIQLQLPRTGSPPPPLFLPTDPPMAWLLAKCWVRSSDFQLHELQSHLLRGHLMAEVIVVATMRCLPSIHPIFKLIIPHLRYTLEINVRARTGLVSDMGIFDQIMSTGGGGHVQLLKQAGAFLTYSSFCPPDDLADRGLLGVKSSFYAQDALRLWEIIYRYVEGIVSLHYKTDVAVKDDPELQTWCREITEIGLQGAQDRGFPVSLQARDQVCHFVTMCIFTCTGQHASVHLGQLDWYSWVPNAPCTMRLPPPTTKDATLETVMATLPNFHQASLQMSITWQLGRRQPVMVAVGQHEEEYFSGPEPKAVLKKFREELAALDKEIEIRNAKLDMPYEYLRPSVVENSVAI
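Hydroperoxide formed from arachidonic acid (50 uM) by purified human 15hLO-1 (40 nM) oxidizes ferrous iron, and the ferric-xylenol orange complex is read at 573 versus 405 nm. Compounds were preincubated 15 min; reaction ran 6 min at room temperature.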
UbGFP stabilizer – Ubiquitin-GFP Assay; AID 526, 2006; Ubiquitin-GFP reporter cells, proteasome inhibition, GFP fluorescence; response scale: untreated = 0%, 10 µM MG-132 = 100%; Potency, µM (top dose mostly 45.9 µM), for the others: at the top dose activation (GFP accumulation), most hits filed as activators; 67,000 tested, under 10 active; active = well fitted activation curve with a large enough effect, not every such curve was filed as active; inconclusive = small, poorly fitted or top-dose-only effect, or another doubt; inactive = no such curve, though single readings can be large or run the other way; also: potency is read from the fitted curve at half-maximal effect
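Proteasome block read as GFP accumulation: ubiquitin(G76V)-GFP U2OS cells exposed to compound (2.9 nM–46 uM) for 4 hr at 37 C. Normalization used untreated cells as 0% and 10 uM MG-132 as 100%; concentration-response curves fitted.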
Fluorescein autfl – qHTS Assay for Spectroscopic Profiling in Fluorescein Spectral Region; 59,000 tested, 0.91% active; Compound autofluorescence, 480/540 nm, fluorescein-equivalent; hits give high values; max fluorescein-equivalent concentration, M; in the data active = max fluorescein-equivalent concentration above about 10 nM; inconclusive = between about 1.1 nM and that limit
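Compounds (23 nL) in 100 mM Tris pH 8.0, 15 min at room temperature, then fluorescence read at 480 nm excitation/540 nm emission. Signal converted to fluorescein-equivalent concentration from an on-plate fluorescein standard curve.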
HBB splice mod – qHTS Assay for Modulators of Hemoglobin Beta Chain Splicing. HBB splicing reporter cell assay, activation; EGFP reporter with mutant IVS2-654 intron; response scale: normalised to 500 nM splice-correcting PNA. Potency, µM (top dose mostly 46.1 µM), without a hit: at the top dose activation, most hits filed as activators. 65,000 tested, 0.06% active; also: potency is read from the fitted curve at half-maximal effect; 0% is about no effect
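HeLa cells stably expressing EGFP interrupted by mutant beta-globin intron 2 (IVS2-654), 500/well in 2% FCS. Treated with compound for 2 days at 37C. Splicing correction scored as total well GFP intensity (488 nm excitation, 500-520 nm emission); 500 nM antisense PNA served as control.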
Hsp90 Hop PPI – qHTS Assay for Disrupters of an Hsp90 Co-Chaperone Interaction; AlphaScreen TPR2A-His6 binding biotin-Hsp90 C-terminal peptide; Potency, µM (top dose mostly 57 µM), for the others: top-dose activity change, negative = inhibition; 71,000 tested, 0.44% active; AID 595, 2007; active = well fitted curve in either direction with a large enough effect; inconclusive = small, poorly fitted or top-dose-only effect, or another doubt; also: potency is read from the fitted curve at half-maximal effect; % is scaled to controls: 0 for no effect and ±100 for the full control effect; many of its hits are not listed in these tables
DNA Pol III inh – qHTS Assay for Inhibitors of DNA Polymerase III Holoenzyme System | reconstituted DNA polymerase III holoenzyme replication, biochemical | Potency, µM (series often up to 57.1 µM), for the others: at the top dose activity change, negative = inhibition | 71,000 tested, 0.25% active; also: potency is read from the fitted curve at half-maximal effect; % is scaled to controls: 0 for no effect and ±100 for the full control effect
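Reconstituted *E. coli* holoenzyme (0.35 nM Pol III, 1 nM beta, 154 nM SSB, 2 nM primase) was preincubated with compound for 15 min at RT. Synthesis on 1.4 nM ssM13Gori ran 35 min, then was stopped with PicoGreen/EDTA and read as dsDNA fluorescence.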
Rhodamine fluor – qHTS Assay for Spectroscopic Profiling in Rhodamine Spectral Region. Rhodamine-region fluorescence, 547/598 nm, Tris buffer; hits give high values. max dye-equivalent concentration, M. 59,000 tested, 0.05% active. AID 594, 2007; in the data active = max dye-equivalent concentration above about 11 nM; inconclusive = between about 1.1 nM and that limit
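Intrinsic compound fluorescence, ex 547 / em 598 nm, CCD imager. Tris 100 mM pH 8.0; 15 min RT. Output = rhodamine dye-equivalent concentration at each compound concentration.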
GFP derepression – qHTS Assay for Epigenetic Modulators | mouse C127i GFP locus derepression, cytometry, 30 h | Potency, µM (series often up to 46.1 µM), inactives show top-dose GFP derepression (activation) | 68,000 tested, 0.09% active | AID 597, 2007; also: % of control where 0% means no effect
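Read-out is the number of GFP-positive cells, scored as fluorescent objects 20 to 120 um wide, reflecting derepression of a silenced CMV-GFP reporter in murine C127i cells after 30 h compound exposure at 37 C.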
HADH2 inh – qHTS Assay for Inhibitors of HADH2 (Hydroxyacyl-Coenzyme A Dehydrogenase, Type II). AID 886, 2007. Potency, µM (highest dose often 57.1 µM), inactives show at the highest dose activity change, negative = inhibition, usual class: inhibitors. 3-hydroxyacyl-CoA dehydrogenase type-2 (Homo sapiens), Q99714. 73,000 tested, 3.4% active. recombinant HADH2, NADH fluorescence, beta-hydroxybutyryl-CoA; also: potency is read from the fitted curve at half-maximal effect; % is scaled to controls: 0 for no effect and ±100 for the full control effect; nearly all actives have a fitted effect of over 60% in size; many of its hits are not listed in these tables
Target sequence (Q99714 whole entry, looked up, one chain of several): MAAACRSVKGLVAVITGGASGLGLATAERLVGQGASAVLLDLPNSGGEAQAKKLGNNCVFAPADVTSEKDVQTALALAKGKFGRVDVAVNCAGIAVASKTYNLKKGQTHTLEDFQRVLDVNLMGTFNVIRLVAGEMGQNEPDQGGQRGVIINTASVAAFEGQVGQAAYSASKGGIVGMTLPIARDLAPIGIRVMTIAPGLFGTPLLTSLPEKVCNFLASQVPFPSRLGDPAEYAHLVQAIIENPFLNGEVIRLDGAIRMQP
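NADH fluorescence (ex 360/em 450 nm) read every 30 s for 4 min; activity taken as last-minus-first time point difference. Enzyme 20 nM, NAD+ 1 mM, beta-hydroxybutyryl-CoA 90 uM, pH 9.0 Tris buffer.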
4MU fluor – qHTS Assay for Spectroscopic Profiling in 4-MU Spectral Region; 59,000 tested, 11% active; compound autofluorescence, 340/450 nm, 4-MU equivalents; hits give high values; max dye-equivalent concentration, M; in the data active = max dye-equivalent concentration above about 10 nM; inconclusive = mostly about 1.1 nM to 9.6 nM
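Intrinsic fluorescence at 340/450 nm (ex/em) was read after 15 min at room temperature in pH 8.0, 100 mM Tris. Each compound concentration expressed as 4-MU-equivalent concentration from a six-point 4-MU standard series on each plate.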
The depositor's hits bear a star; i = inactive; ? = inconclusive; nt = no result given; & = joins results of further samples; ! = not confirmed by another sample; [ ] = another dose, or the depositor's remark. Unless noted, calls follow the shape of the dose curve; as a rule, active = well fitted curve in the direction sought with a large enough effect; inconclusive = small, poorly fitted or top-dose-only effect, or another doubt; inactive = no such curve, though single readings can be large; an effect the other way counts as inactive or inconclusive. Some of the compounds tested; rates above refer to the full screens.

SMILES	Texas Red fluor	15-hLO inh	UbGFP stabilizer	Fluorescein autfl	HBB splice mod	Hsp90 Hop PPI	DNA Pol III inh	Rhodamine fluor	GFP derepression	HADH2 inh	4MU fluor
CC(=O)c1ccc2c(c1)N(CCCN(C)C)c1ccccc1S2	?	5%[25.6 µM]	2%[20.5 µM]	?	-0.8%[20.6 µM]	1%[26 µM]	-3%[25.6 µM]	i	3%[20.6 µM]	2%[25.6 µM]	i
CCCCCCCCCCCCCCC[C@H](O)[C@H](N)CO	i	13%	0%	i	2.7%	-8%	-7%	i	-1%	17%	i
Cc1cc(-c2ccccc2)nnc1NCCN1CCOCC1	i	-9%	-3%[20.5 µM]	?	-0.2%[20.6 µM]	-2%[26 µM]	-3%[25.6 µM]	i	0%&0%[20.6 µM]	5%[25.6 µM]	i
c1ccc(CC2=NCCN2)cc1	i	8%	0%[20.5 µM]	?	3.2%[20.6 µM]	-2%[26 µM]	-4%[25.6 µM]	i	4%[20.6 µM]	-1%[25.6 µM]	i
CC(COc1ccccc1)NC(C)C(O)c1ccc(O)cc1 (stereo not given)	i	-5%	nt	?	nt	nt	nt	i	-2%[20.6 µM]	nt	i
Cc1nc2ccccn2c(=O)c1CCN1CCC(C(=O)c2ccc(F)cc2)CC1	?	-8%	-3%	?	1.6%	-2%	0%	i	-2%[20.6 µM]	-8%&-2%	?
Oc1ccc(/C=C/c2cc(O)cc(O)c2)cc1	i	-18%[25.6 µM]	nt	?	-0.6%	-2%	-8%	i	-2%[20.6 µM]	32µM*	?
CC[N+](C)(CC)CCOC(=O)C(O)(c1ccccc1)C1CCCCC1 (stereo not given)	i	nt	nt	i	nt	nt	nt	i	-2%[20.6 µM]	nt	?
O=C(CCNNC(=O)c1ccncc1)NCc1ccccc1	i	3%	5%[20.5 µM]	?	-1.9%[20.6 µM]	-2%[26 µM]	-7%[25.6 µM]	i	2%[20.6 µM]	-6%	?
CCCn1cnc2c1c(=O)n(CCCCC(C)=O)c(=O)n2C	i	8%	-7%	?	1.5%	?	3%	i	-1%	14%	i
COc1ccc(/C=C/C(=O)Nc2ccccc2C(=O)O)cc1OC	i	-11%	nt	i	nt	nt	nt	i	0%[20.6 µM]	-18%	?
O=S(=O)(c1cccc2cnccc12)N1CCCNCC1	i	-6%[25.6 µM]	9%	i	nt	-4%	-2%	i	-4%[20.6 µM]	0%	i
Cc1ccccc1OC[C@H](O)CO	i	6%[25.6 µM]	7%[20.5 µM]	?	1.5%[20.6 µM]	1%[26 µM]	-7%[25.6 µM]	i	1%[20.6 µM]	4%[25.6 µM]	i
CC(=O)c1ccc(S(=O)(=O)NC(=O)NC2CCCCC2)cc1	i	-8%	-2%[20.5 µM]	?	0.6%	?	-2%	i	2%[20.6 µM]	-10%	i
OCCN1CCN(CCCN2c3ccccc3Sc3ccc(Cl)cc32)CC1	i	-12%	-1%[20.5 µM]	?	0.5%[20.6 µM]	-6%[26 µM]	-12%[25.6 µM]	i	2%[20.6 µM]	15%	?
COc1ccccc1N1CCN(CCCNc2cc(=O)n(C)c(=O)n2C)CC1	i	-15%[25.6 µM]	0%	?	0.6%[20.6 µM]	?	-1%	i	3%	19%	1.7e-08M*!
c1ccc(CN(CC2=NCCN2)c2ccccc2)cc1	i	-2%	2%	?	-0.4%[20.6 µM]	1%	-5%	i	-4%[20.6 µM]	1%	?
CCOc1ccccc1C(N)=O	nt	0%	nt	nt	-1.2%	1%	-1%	nt	nt	-5%	nt
C1CCC(C(CC2CCCCN2)C2CCCCC2)CC1 (stereo not given)	i	?	nt	?	nt	nt	nt	i	38%[20.6 µM]	nt	i
C[C@]12CCC(=O)C=C1CC[C@@H]1[C@@H]2CC[C@@]2(C)[C@H]1CC[C@]2(O)C(=O)CO	i	6%	nt	?	nt	nt	nt	i	14%[20.6 µM]	-3%	i
CC12CCC(CC1)C(C)(C)O2	nt	-3%&-7%	nt	nt	-0.4%	-1%	3%	nt	nt	-17%	nt
C/C=C\C(=O)N(CC)c1ccccc1C	i	11%[25.6 µM]	0%[20.5 µM]	i	-1.2%[20.6 µM]	?	-6%[25.6 µM]	i	0%[20.6 µM]	5%[25.6 µM]	i
CN(C(=O)CCCOc1ccc2[nH]c(=O)ccc2c1)C1CCCCC1	i	15%	3%&-4%	?	2.7%	-3%&-8%	-3%&-6%	i	-1%&1%	-26%&10%	8.2e-08M*
O=C(NCCc1c[nH]c2ccccc12)c1cccnc1	?	-11%	-6%	?	-1.1%	-3%	-6%	i	0%	-6%	i
O=C(c1ccc(F)cc1)C1CCN(CCn2c(=O)[nH]c3ccccc3c2=O)CC1	i	-10%[25.6 µM]	-1%	i	-0.3%[20.6 µM]	1%	-7%	i	-2%[20.6 µM]	-8%	i
CCN(CC)CCNC(=O)c1cc(Cl)c(N)cc1OC	i	-1%	6%[20.5 µM]	?	0.1%[20.6 µM]	0%[26 µM]	0%[25.6 µM]	i	-4%[20.6 µM]	0%[25.6 µM]	i
CN(C)CCOC(=O)[C@@H](c1ccccc1)C1(O)CCCC1	i	13%[25.6 µM]	-3%[20.5 µM]	?	-1.8%[20.6 µM]	-6%[26 µM]	-10%[25.6 µM]	i	2%[20.6 µM]	3%[25.6 µM]	i
CN1CCN(C(c2ccccc2)c2ccccc2)CC1	i	5%	-2%[20.5 µM]	?	1.1%[20.6 µM]	-4%[26 µM]	-6%[25.6 µM]	i	5%[20.6 µM]	-4%[25.6 µM]	i
CCC(C)n1ncn(-c2ccc(N3CCN(c4ccc(OCC5COC(Cn6cncn6)(c6ccc(Cl)cc6Cl)O5)cc4)CC3)cc2)c1=O (stereo not given)	i	nt	nt	?	nt	nt	nt	i	2%[20.6 µM]	nt	i
CC(=O)Nc1ccc(C(=O)O)cc1	nt	4%	nt	nt	-0.8%	-1%	-1%	nt	nt	-1%	nt
CCCCCCN	nt	-1%	nt	nt	-0.3%	-3%	3%	nt	nt	5%	nt
CCOC(=O)c1ccc(N)cc1	i	4%	3%[20.5 µM]	i	0.5%[20.6 µM]	3%[26 µM]	-11%[25.6 µM]	i	0%[20.6 µM]	7%[25.6 µM]	i
Oc1cc(O)c2c(c1)O[C@H](c1ccc(O)c(O)c1)[C@@H](O)[C@@H]2c1c(O)cc(O)c2c1O[C@@H](c1ccc(O)c(O)c1)[C@H](O)C2	i	?	-1%[9.17 µM]	?	1.1%[9.22 µM]	-21%[11 µM]	0.63µM*	i	2%[9.22 µM]	1µM*	i
CCCN[C@@H](C)C(=O)Nc1c(C)csc1C(=O)OC	i	5%[25.6 µM]	3%[20.5 µM]	i	-0.3%[20.6 µM]	3%[26 µM]	-3%[25.6 µM]	i	0%[20.6 µM]	-3%[25.6 µM]	i
CC[C@H](Cc1c(I)cc(I)c(N)c1I)C(=O)O	?	-1%[25.6 µM]	-3%[20.5 µM]	i	1.3%[20.6 µM]	0%[26 µM]	-2%[25.6 µM]	i	6%[20.6 µM]	4%[25.6 µM]	i
Cc1c(NC(=O)c2cccnc2)c(=O)n(-c2ccccc2)n1C	i	-3%	4%[20.5 µM]	?	-1.9%[20.6 µM]	1%[26 µM]	-2%[25.6 µM]	i	2%[20.6 µM]	15%[25.6 µM]	i
CCCCCCO	nt	1%	nt	nt	0.8%	3%	-4%	nt	nt	0%	nt
CC(=O)NC(Cc1ccccc1)C(=O)O (stereo not given)	i	8%	1%	i	-0.1%[57.5 µM]	2%	-8%	i	-2%	-21%	i
CN(C)CCOC(C)(c1ccccc1)c1ccccn1 (stereo not given)	i	6%	nt	?	nt	nt	nt	i	19%[20.6 µM]	nt	i

Compound profiles (already shown). Screens in order: Texas Red fluor, 15-hLO inh, UbGFP stabilizer, Fluorescein autfl, HBB splice mod, Hsp90 Hop PPI, DNA Pol III inh, Rhodamine fluor, GFP derepression, HADH2 inh, 4MU fluor
Listed for CN(C)CCOC(=O)[C@@H](c1ccccc1)C1(O)CCCC1 = i, 13%[25.6 µM], -3%[20.5 µM], ?, -1.8%[20.6 µM], -6%[26 µM], -10%[25.6 µM], i, 2%[20.6 µM], 3%[25.6 µM], i
Listed for CCCCCCO = nt, 1%, nt, nt, 0.8%, 3%, -4%, nt, nt, 0%, nt
